Assay outcomes as filed in PubChem BioAssay.
Pin1 inh – human Pin1 inhibition | Q13526 | Pin1 FP peptide displacement, HiFluor488, 10 min | Potency, µM (titrated, usually from 115 µM), inactives show top-dose activity, negative = inhibition, hits mostly inhibitors | 390,000 tested, 0.009% active; active = well fitted inhibition curve with a large enough effect in the polarisation, with a control signal flat, not every such curve was filed as active; inconclusive = small, poorly fitted or top-dose-only effect, or effect the other way, or a change in a side signal; inactive = no such curve, though single readings can be large or run the other way; the % refers to the polarisation; also: % is scaled to controls: 0 for no effect and ±100 for the full control effect
Target sequence (Q13526 whole entry, looked up): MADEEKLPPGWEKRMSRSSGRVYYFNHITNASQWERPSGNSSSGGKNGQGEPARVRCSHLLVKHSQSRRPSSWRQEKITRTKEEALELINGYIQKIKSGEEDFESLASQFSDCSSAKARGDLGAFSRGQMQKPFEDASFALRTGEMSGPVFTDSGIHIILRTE
JMJD2A Tudor inh – blocks the human JMJD2A Tudor domain | AID 504339 | O75164 | AlphaScreen JMJD2A-Tudor / H3K4me3 peptide binding | 390,000 tested, 4.4% active | Potency, µM (series often up to 114 µM), inactives show at the top dose activity change, negative = inhibition, hits mostly inhibitors; also: % is scaled to controls: 0 for no effect and ±100 for the full control effect; nearly all actives have a fitted effect of over 50% in size
RGS4 inhibitor – blocks human RGS4-accelerated GTP hydrolysis | AID 504845 | 390,000 tested, 0.039% active | P49798 | Transcreener GDP fluorescence polarization, RGS4-accelerated GTP hydrolysis | Potency, µM (series often up to 114 µM), for the others: at the highest dose activity change, negative = inhibition, most hits filed as inhibitors; also: % is scaled to controls: 0 for no effect and ±100 for the full control effect; nearly all actives have a fitted effect of over 75% in size; some results filed as inactive show a strong effect at the top dose
Target sequence (P49798 whole entry, looked up): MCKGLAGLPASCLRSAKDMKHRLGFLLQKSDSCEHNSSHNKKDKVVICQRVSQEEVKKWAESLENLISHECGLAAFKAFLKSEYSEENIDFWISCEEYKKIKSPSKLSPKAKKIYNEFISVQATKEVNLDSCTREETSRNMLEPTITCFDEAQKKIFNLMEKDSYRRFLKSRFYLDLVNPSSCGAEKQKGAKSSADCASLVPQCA
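MLSMR compounds (23 nl, pin-transferred) preincubated 10 min at room temperature with a 500nM (2x) first reagent, then RGS4 at 900nM (2x) plus Transcreener GDP mix added; fluorescence polarization (620/688 nm) read before and after 90 min at 30 °C.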
ERG Ets-DNA blk – blocks human ERG Ets domain binding to DNA. Potency, µM (doses to about 76.9 µM), inactives show top-dose FP activity, negative = inhibition, hits mostly inhibitors. P11308. 370,000 tested, 0.028% active. fluorescence polarization, His-ERG Ets domain / labelled DNA; active = well fitted inhibition curve with a large enough effect in the polarisation, with a control signal flat; inconclusive = small, poorly fitted or top-dose-only effect, or effect the other way, or a change in a side signal; inactive = no such curve, though single readings can be large or run the other way; the % refers to the polarisation;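 also: polarization taken with two DNA probes labelled with fluorescein and Texas red; % of control where 0% means no effect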
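His-tagged ERG Ets domain (1 uM in the protein solution; 300mM KCl, 50mM Tris-HCl, 1mM EDTA, 1mM DTT, pH 7.5) received compound, then a probe mix of 5 nM fluorescein-DNA and 100nM Texas-615-DNA. Fluorescence polarization was read for both dyes.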
PGK inhibitor – blocks T. brucei phosphoglycerate kinase | PGK/GAPDH coupled, Kinase-Glo luminescence, 60 min | AID 602233 | Potency, µM (titrated, usually from 57.5 µM), inactives show at the top dose activity change, negative = inhibition, most hits filed as inhibitors | 380,000 tested, 0.043% active | P07378; also: % is scaled to controls: 0 for no effect and ±100 for the full control effect; nearly all actives have a fitted effect of over 60% in size
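Recombinant glycosomal PGK reaction used 1,3-bisphosphoglycerate generated in-well by GAPDH (100nM final) in 100mM TEA pH 7.6, 5mM MgCl2, 0.01% Tween-20. After 60 minutes at room temperature, ATP was read by Kinase-Glo Plus luminescence end-point.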
HP1b chromo inh – blocks HP1-beta chromodomain binding to methylated histone tails | P83916 | 390,000 tested, 0.56% active | AlphaScreen HP1-beta / biotin-H3K9me3 peptide binding | Potency, µM (titrated, usually from 114 µM), inactives show top-dose activity change, negative = inhibition, most hits filed as inhibitors | AID 540317; also: nearly all actives have a fitted effect of over 70% in size; inactives centre near 23
Target sequence (P83916 whole entry, looked up): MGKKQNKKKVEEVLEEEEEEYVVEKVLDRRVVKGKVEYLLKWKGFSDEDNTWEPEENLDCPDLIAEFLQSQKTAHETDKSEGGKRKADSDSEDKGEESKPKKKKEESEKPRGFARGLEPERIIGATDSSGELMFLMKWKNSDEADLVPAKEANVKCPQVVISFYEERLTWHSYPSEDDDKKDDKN
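Compound inhibition of the preformed complex between 50 nM HP1-beta and 50 nM biotinylated H3K9me3 peptide was read by AlphaScreen. Buffer was PBS pH 7.4 with 0.01% Tween-20. Incubations ran 30 min at room temperature, with 10 ug/mL donor/acceptor beads.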
GLS inhibitor – glutaminase GLS (human) inhibition. O94925. GLS enzymatic activity, qHTS titration. Potency, µM (highest dose often 45.5 µM), for the others: at the top dose activity change, negative = inhibition, hits mostly inhibitors. 410,000 tested, 0.21% active. AID 624170; also: % is scaled to controls: 0 for no effect and ±100 for the full control effect
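Coupled fluorescence readout: glutamate oxidase/HRP/Amplex Red detect glutamate formed by hKGA from L-glutamine (1 mM solution added). Buffer 45 mM KH2PO4 pH 8.2, 0.02% Tween-20; reads at t0 and 30 min RT.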
12-LOX inh – ALOX12 (human) lipoxygenase inhibition | purified 12hLO, xylenol orange hydroperoxide absorbance | Potency, µM (highest dose often 108 µM), without a hit: at the highest dose activity change, negative = inhibition, usual class: inhibitors | P18054 | 580,000 tested, 1.1% active | AID 1671190; also: % is scaled to controls: 0 for no effect and ±100 for the full control effect
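Purified human 12hLO at 150 nM in 25 mM Hepes, 0.01% Triton X-100, pH 7.0, preincubated 15 min at room temperature with compound. Reaction started with 40 uM arachidonic acid, 30 min at room temperature. Hydroperoxide measured by Fe-xylenol orange, 573/405 nm absorbance ratio.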
TrxR1 inh – inhibitors of rat thioredoxin reductase 1 | O89049 | recombinant rTrxR1, NADPH fluorescence consumption, selenite substrate | Potency, µM (titrated, usually from 114 µM), inactives show at the highest dose activity change, negative = inhibition, actives largely listed as inhibitors | 390,000 tested, 1% active | AID 588453; also: % is scaled to controls: 0 for no effect and ±100 for the full control effect; nearly all actives have a fitted effect of over 65% in size
Target sequence (O89049 whole entry, looked up): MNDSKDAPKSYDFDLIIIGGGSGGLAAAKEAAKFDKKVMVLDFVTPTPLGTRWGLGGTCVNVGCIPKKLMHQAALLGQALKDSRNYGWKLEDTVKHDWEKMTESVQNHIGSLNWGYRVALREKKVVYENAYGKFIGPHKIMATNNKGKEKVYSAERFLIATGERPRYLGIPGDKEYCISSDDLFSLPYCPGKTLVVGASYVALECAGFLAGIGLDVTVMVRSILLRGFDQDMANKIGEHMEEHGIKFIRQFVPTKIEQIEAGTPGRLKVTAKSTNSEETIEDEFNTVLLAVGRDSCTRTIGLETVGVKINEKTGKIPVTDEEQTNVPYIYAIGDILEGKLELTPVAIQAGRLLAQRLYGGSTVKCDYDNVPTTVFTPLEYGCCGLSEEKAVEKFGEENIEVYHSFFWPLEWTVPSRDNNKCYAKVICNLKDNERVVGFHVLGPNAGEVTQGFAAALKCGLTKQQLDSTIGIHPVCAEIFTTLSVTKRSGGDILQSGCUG
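Rat TrxR1 (90 nM in the dispensed reagent) was pre-reduced with 400 uM NADPH for 5 min at room temperature, then incubated with compound for 15 min. After 400 uM selenite was added, NADPH fluorescence (Ex 340/Em 450 nm) was followed for 8 min.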
An asterisk follows results filed as active; i = inactive; ? = inconclusive; · = no result given; & = joins results of further samples; [ ] = another dose, or the depositor's remark. Unless noted, calls follow the shape of the dose curve; as a rule, active = well fitted curve in the direction sought with a large enough effect; inconclusive = small, poorly fitted or top-dose-only effect, or another doubt; inactive = no such curve, though single readings can be large; an effect the other way counts as inactive or inconclusive. Potency is read from the fitted curve at half-maximal effect. This is a subset, so the mix of outcomes need not match the whole.

Pin1 inh | JMJD2A Tudor inh | RGS4 inhibitor | ERG Ets-DNA blk | PGK inhibitor | HP1b chromo inh | GLS inhibitor | 12-LOX inh | Structure | TrxR1 inh
-4.2% | 3.0% | -21.2% | -6.1% | -4.3% | 41.8%[activator] | 7.9% | 6.7% | CN(c1ccccc1)S(=O)(=O)c1ccc(C(=O)NNC(=O)c2ccccc2F)cc1 | 2.9%
-8.5% | -10.3% | 0.9% | 4.6% | i | 64.6%[activator] | -6.0% | 3.2% | COc1ccc(C(=O)N2CCN(Cc3cn[nH]c3-c3ccc(OC)cc3F)CC2)cc1 | 11.4%
6.3% | -13.1% | 5.9% | -2.8% | -4.1% | 8.4% | 6.6% | 16.6% | Cc1c([N+](=O)[O-])c(C(=O)N2CCCC2)nn1C | 14.5%
4.6% | 64.2%[activator] | 6.8% | -2.6% | 2.6% | 93.4%[activator] | -6.0% | · | Cc1cc(CSCc2ccc(Cl)cc2)no1 | 9.1%
-0.1% | ? | 2.8% | -5.4% | -4.9% | 13.9% | -0.1% | -2.3% | COc1ccccc1Nc1nc(N)nc(CN2CCC(C)CC2)n1 | 13.4%
0.3% | -30.4% | ? | -11.6% | 0.6% | ? | 84.6%[activator] | -15.2% | COc1ccc(N2CCN(C(=S)Nc3ccc(S(N)(=O)=O)cc3)CC2)cc1 | 12.8%[57.1 µM]
-6.4% | -3.5% | -5.7% | 2.4% | -6.4% | 18.9% | 3.9% | -14.9% | CCCN(CC(=O)Nc1ccccc1OC)C(=O)Cc1ccccc1F | 14.9%[0.457 µM]
15.0%&0.1% | -26.7%&0.0% | -31.7%&-0.5% | -2.5% | 3.1% | 20.9%&14.5% | 6.3% | 0.3% | O=C(CSc1nc2scc(-c3ccco3)c2c(=O)n1-c1ccccc1)N1CCOCC1 | -31.2%&-16.1%
0.7% | -23.9% | -6.1% | -0.3% | 0.5% | 15.0% | -2.7% | -10.6% | Cc1ccccc1-c1cc(C(=O)NCC2CC2)nn1CC1CC(c2cccc([N+](=O)[O-])c2)=NO1 (stereo unspecified) | 20.0%
0.4% | -24.4%[57.1 µM] | -7.1%[56.9 µM] | 1.1% | -5.5% | 39.9%[activator] | 3.1% | -8.0% | COc1ccccc1/C=C/C1(C(=O)NC2CCCC2)CC(=O)N1c1ccc(F)cc1 (stereo unspecified) | ?
-8.6% | 1.3% | 6.3% | -3.5% | -6.3% | 40.2%[activator] | -3.4% | 314.0%[activator] | CN(Cc1ccccc1)C(=O)C1CCCN1S(=O)(=O)c1ccc(Cl)cc1 (stereo unspecified) | 3.1%
-3.1% | -5.5% | 4.5% | 3.7% | -7.8% | 11.0% | -1.9% | -5.8% | COc1ccc(CCNC(=O)CN(c2cc(C(F)(F)F)ccc2Cl)S(C)(=O)=O)cc1 | 20.9%
-7.1% | -1.5% | -20.8% | 3.0% | -6.8% | 25.8% | -5.8% | 2.5% | Cc1ccc(Cn2cnc3c(nnn3Cc3ccc(Cl)cc3)c2=O)cc1 | -6.8%
-14.6% | 1.6% | -32.2% | -10.1% | -0.7% | 47.5%[activator] | 28.1% | 36.2%[activator] | CCC(=O)Nc1cc(C(C)C)c(O)cc1C | 6.4%
0.1% | -18.2% | -17.5% | 2.0% | 1.3% | 26.5% | 8.5% | 25.3% | Cc1ccc(C)c(N(C(=O)Cn2nnc3ccccc32)C(C(=O)NCc2ccco2)c2ccncc2)c1 (stereo unspecified) | -3.9%[57.1 µM]

(further entries)
Pin1 inh | JMJD2A Tudor inh | RGS4 inhibitor | ERG Ets-DNA blk | PGK inhibitor | HP1b chromo inh | GLS inhibitor | 12-LOX inh | Structure | TrxR1 inh
-3.7% | -13.2% | -5.0% | 5.6% | i | 25.8% | -7.0% | -2.3% | CCN(CC)S(=O)(=O)c1ccc(S(=O)(=O)N(CC(=O)Nc2ccccc2)CC2CCCO2)cc1 (stereo unspecified) | 19.8%
? | ? | 11.6% | -0.2% | 3.1% | 11.6% | 9.5% | -1.0% | Cc1cc2ccccn2c1C(=O)c1cccc(S(=O)(=O)N2CCOCC2)c1 | 2.6%
1.4% | -15.2% | -7.1% | -3.5% | -9.9% | 45.7% | 2.0% | · | COc1ccc(CNC[C@H]2O[C@@H](n3cnc4c(N)ncnc43)[C@H](O)[C@@H]2O)cc1OC | ?
-6.5% | 3.5% | -13.7% | -6.8% | -1.4% | 25.9% | 7.1% | -19.6%[57.4 µM] | O=C(O)c1nc(N2CCCCC2)ncc1Cl | -4.9%
50.4%[activator] | -23.6% | -38.6% | 1.4% | -7.2% | 9.9%[57 µM] | 9.6% | -18.4% | Cc1csc(NC(=O)c2ccc(-c3ccc(Cl)cc3Cl)o2)n1 | 22.0%
1.9% | -15.6% | 4.2% | -0.1% | -0.3% | 19.1% | 1.7% | 0.0% | COc1ccc(S(=O)(=O)N2CCN(C(=O)c3c(-c4ccccc4)noc3C)CC2)cc1 | -10.4%[57.1 µM]
-3.8% | -20.1% | 3.6% | 2.6% | -7.8% | 4.2% | 0.4% | -13.6% | CN(c1ccccc1)S(=O)(=O)c1ccc(C(=O)NCc2ccccc2CN2CCCC2)cc1 | 16.2%
-6.4% | -7.1% | -11.2% | -7.8% | -7.3% | 25.8% | 0.3% | 13.2% | COc1cccc(OC)c1NC(=O)C1CCCN1C(=O)Nc1ccccc1F (stereo unspecified) | 27.8%
1.5% | -25.9% | 10.1% | 5.7% | -3.6% | 31.9% | ? | 10.3%[57.4 µM] | COc1ccc(-c2nc3cnccn3c2Nc2ccc(C)cc2)cc1 | 25.1%[57.1 µM]
-1.7% | -14.8% | -29.6% | -12.8% | i | 65.2%[activator] | -7.4% | -17.3% | CC(=O)Nc1cc2c(nc1C)nc(C)n2Cc1ccc(Br)cc1 | -8.9%
-13.6% | 0.0% | -4.4% | -1.0% | -2.4% | 59.9%[activator] | -1.5% | -2.1% | Cc1ccc2nc(-c3ccccc3C)oc(=O)c2c1 | 9.9%
10.7% | -28.5% | -24.5% | -1.0% | -20.6% | 10.6% | -14.6% | -4.0% | CCOc1ccccc1NC(=O)CN(c1ccc(C)cc1)S(=O)(=O)c1c(C)n[nH]c1C | -5.1%
6.3% | -26.5% | -52.8% | -2.3% | -3.4% | 27.1% | 4.0% | -1.7%&-5.6% | CCOC(=O)C1CCN(C(=O)CN2c3ccc(C(C)C)cc3-c3ccccc3S2(=O)=O)CC1 | 18.7%
-2.7%&-2.6% | -3.0%&0.8% | -11.8%&0.6% | 2.8%&-6.2% | -0.4%&-2.3% | 52.0%&12.1%[activator] | -4.2%&16.8% | ? | COCc1nc2ccccc2n1Cc1cccc(C)c1 | 16.2%&9.7%
2.2% | 0.0% | -32.2% | 9.5% | -4.7% | 72.0%[activator] | 3.2% | ? | CC(=O)c1ccc2noc(-c3ccccc3)c2c1 | ?

The results go on:
Pin1 inh | JMJD2A Tudor inh | RGS4 inhibitor | ERG Ets-DNA blk | PGK inhibitor | HP1b chromo inh | GLS inhibitor | 12-LOX inh | Structure | TrxR1 inh
-5.7% | -15.4% | 5.3% | 2.7% | -4.9% | 20.3% | 1.8% | 0.0% | CCn1c(SCC(=O)Nc2nc(C)c(C)s2)nnc1-c1ccco1 | -6.6%
4.0% | 2.51µM* | -5.8% | -3.5% | 0.6% | ? | -6.7% | 2.51µM* | COc1ccc(NC(=O)CN2CCCCC2)cc1S(=O)(=O)N1CCCCC1 | 8.6%[57.1 µM]
2.8% | ? | 8.9% | 4.1% | -1.3% | 35.5% | -0.3% | 5.4% | CC(C)C[C@H](NC(=O)c1[nH]cnc1C(=O)N[C@@H](Cc1ccccc1)C(=O)OCc1ccccc1)C(=O)OCc1ccccc1 | 33.3%
4.2% | -15.5% | -14.9% | 14.0% | -1.5% | 10.5% | -0.8% | 25.2% | CCOC(=O)N1CCC(N2Cc3cccc(C(=O)NCC4CCN(CC(C)C)C4)c3C2=O)CC1 (stereo unspecified) | -0.9%[57.1 µM]
32.6%[activator] | -30.5% | 24.8% | -14.1% | 6.7% | 1.3% | 7.0% | -5.0% | COc1cc(NC(=O)c2cc3c(Cl)nc4ccccc4c3s2)cc(OC)c1OC | -7.2%
-0.5% | ? | 5.8% | -0.1% | -6.5% | 5.2% | 27.6% | · | CCN(CC)CC(O)CN1c2ccccc2Sc2ccccc21 (stereo unspecified) | 13.0%
-7.0% | ? | -52.1% | -5.9% | -0.7% | -5.9% | -17.0% | ? | Cc1cc(Cl)ccc1NNC(=O)c1snnc1C | 23.1%[57.1 µM]
2.8% | -13.8% | -4.0% | 2.2% | -5.8% | 44.4% | 9.1% | -0.7% | Cc1nc2ccc(C(C(F)(F)F)(C(F)(F)F)C(F)(F)F)cc2[nH]1 | -0.4%
-1.2% | -9.6%[57.1 µM] | -15.1% | 6.0% | i | 12.4% | 8.1% | -20.3% | COc1cc(/C=C/c2nc(-c3ccccc3O)n[nH]2)cc(OC)c1OC | -7.2%
-2.5% | -10.3% | ? | -3.1% | -3.1% | 21.9% | -1.6% | -7.1% | CN(CC(=O)NCc1ccc(Cl)cc1)S(=O)(=O)c1cccc2cccnc12 | -3.0%
7.2% | -25.2% | 2.4% | -3.2% | 8.7% | 35.3% | -10.6% | -13.8% | COc1ccc(S(=O)(=O)NCc2cccn2Cc2cccc(C)c2)cc1Cl | 4.9%[57.1 µM]
